High-throughput results (PubChem)
Hsp70 displacement: Hsp70 inhibitors, probe displacement, primary screen, biochemical, fluorescence polarization (AID 583); displacement, % at 20 µM, or IC50 in µM where a hit was titrated; hit rate 0.06% among 140,000; Hsp70 fluorescence polarization probe displacement, mP; higher % means a stronger effect; in the data active means displacement above about 50%;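 further: plate controls were vehicle for no effect and reference ligand for full effect; a part of the inactive calls stands beside numbers as strong as those of hits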
Rat MKP-3 inhibitors: MKP-3 phosphatase inhibitors, primary screen, biochemical, rat enzyme, in vitro (AID 425); hit rate 0.17% among 110,000; recombinant MKP-3 phosphatase activity, fluorescence; higher % means a stronger effect; inhibition, % at 20 µM, or IC50 in µM where a hit was titrated; Dual specificity protein phosphatase 6 (Rattus norvegicus); in the data active means inhibition above about 50%;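 further: plate controls were vehicle for no effect and reference inhibitor for full effect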
* = called active by the depositor; . = no result given; & = joins results of further samples.

Under each structure – Hsp70 displacement | Rat MKP-3 inhibitors
- CC(=O)Nc1nc2n(n1)C(c1ccccc1)C=C(c1ccccc1)N2 (configuration not stated)
 : 20% | -5%
- CCOc1ccccc1C(=O)Nc1nccs1
 : -0.4% | -7%
- CCOc1cc(C(=O)O)cc(Cl)c1OC
 : -1.9% | .
- CC(=Nc1ccccc1C)C1=C(O)CSC1=O
 : 13% | .
- CC(C)CCNC(=O)c1cccc(C(=O)NCCC(C)C)c1
 : 2.3% | .
- COC(=O)c1ccc(OC(=O)C2CC(=O)N(c3ccc(C)cc3C)C2)cc1 (configuration not stated)
 : 1.1% | 0%
- CC(NC(=O)CN1CCC(C(N)=O)CC1)c1ccccc1 (configuration not stated)
 : -2.5% | -7%
- CCOC(=O)c1cccnc1SC(CC)C(=O)N1CCOCC1 (configuration not stated)
 : 0.0% | -5%
- CC(=O)C1=C(O)C(=O)N(CC2CCCO2)C1c1ccc(O)cc1 (configuration not stated)
 : -4.9% | 5%
- CCn1cc(-c2cc(C(F)(F)F)n3nc(C(=O)O)cc3n2)c(C)n1
 : 8.9% | 2%
- COc1ccc(CNS(=O)(=O)Cc2ccccc2)cc1
 : -2.2% | 3%
- CCOc1ccccc1N(CC(=O)NC1CCCCC1)C(=O)CNC(=O)c1ccco1
 : 2.5% | .
- COC(=O)c1cc2sc(Cl)cc2n1CC(=O)NCC1CCCO1 (configuration not stated)
 : -2.9% | .
- CC(=O)Nc1ccc(S(=O)(=O)n2c(C)cc(C)nc2=O)cc1
 : -3.3% | -1%
- CCOC(=O)c1c(CN2CCCCC2)n(C)c2cc(Br)c(OC)cc12
 : 1.0% | -2%
- C=CCSc1nnc(NC(=O)c2nc(SCC)ncc2Cl)s1
 : -0.1% | .
- Nc1nc(SCC(=O)NC2CCCCCC2)[nH]c(=O)c1-c1ccccc1
 : -0.2% | .
- CCOC(=O)c1c(NC(=S)NCCc2ccccc2)sc2c1CC(C)(C)OC2
 : 2.1% | -1%
- O=C(CCNS(=O)(=O)c1ccc(Br)s1)Nc1ccc(Cl)cc1
 : -5.0% | .
- CCc1nc2cc(C)nn2c2nc3ccccc3n12
 : -2.0% | -3%
- O=C(Nc1nc2ccc(S(=O)(=O)N3CCCC3)cc2s1)C1CCCCC1
 : 0.1% | -3%
- CCOC(=O)N1CCN(c2c(Nc3cc(C)[nH]n3)c(=O)c2=O)CC1
 : 1.0% | -9%
- Cc1cc(C)n(-c2ccc(C(=O)OCC(=O)NCc3ccco3)cc2)n1
 : -0.7% | 4%
- CCOC(=O)c1cccc(NC(=O)Cn2cnc3c2c(=O)n(C)c(=O)n3C)c1
 : 2.6% | -7%
- COc1ccc(Cl)cc1C(=O)NC(C)C
 : -0.5% | 0%
- COc1ccccc1NC(=O)c1ccccc1C(F)(F)F
 : -2.2% | -3%
- CC(C)CC(NC(c1ccccc1)(c1ccccc1)c1ccccc1)C(=O)O (configuration not stated)
 : 0.1% | -2%
- Cc1cccc(OCCSc2ncnc3nc[nH]c23)c1
 : -4.7% | .
- CCCNCCC(c1ccco1)c1ccccc1OC (configuration not stated)
 : 11% | .
- COc1ccc(/C=C2/C(=O)NN(c3ccccc3)C2=O)cc1Br
 : 5.0% | 2%

Compounds from the list above that have a CF3 group (2):
Under each structure – Hsp70 displacement | Rat MKP-3 inhibitors
- CCn1cc(-c2cc(C(F)(F)F)n3nc(C(=O)O)cc3n2)c(C)n1
 : 8.9% | 2%
- COc1ccccc1NC(=O)c1ccccc1C(F)(F)F
 : -2.2% | -3%

Further entries follow.
Under each structure – Hsp70 displacement | Rat MKP-3 inhibitors
- O=C(/C=C(\O)c1ccccc1)c1ccc([N+](=O)[O-])cc1
 : 7.7% | -1%
- O=C1N=c2ccc(Br)cc2=C1c1sc(Nc2ccc(O)cc2)nc1O
 : 6.7% | 14%
- CC1CC(C)CN(CCCNC(=O)Cn2ncn3cccc3c2=O)C1 (configuration not stated)
 : -5.3% | .
- COc1cc(=O)n(C)c2c(OCC(O)C(C)(C)O)cccc12 (configuration not stated)
 : 1.1% | 8%
- Cc1ccc(C(=O)Nc2ccc(OC(F)(F)F)cc2)cc1
 : -1.5% | 8%
- COc1ccc(C2(NC(C)=O)CCN(C(=O)CCC(=O)O)CC2)cc1
 : . | -1%
- O=C(Nc1ccc2c(c1)OCO2)c1ccc(Br)s1
 : . | -16%
- CCOc1ccc(OCC)c(NC(=O)CN(C)S(=O)(=O)c2cccc3nsnc23)c1
 : -3.1% | 0%
- COC(=O)CC1=C(C)C(=O)CC2C(C)(C)CCCC12C (configuration not stated)
 : -1.4% | -6%
- O=C(O)CC1=C(O)C(=O)N(c2ccccc2)C1c1ccccc1 (configuration not stated)
 : -5.3% | 5%
- O=C1C2CC=CCC2C(=O)N1CNc1ccccc1 (configuration not stated)
 : -0.5% | .
- COc1ccccc1NC(=O)CCN1C(=O)C2CC=C(Cl)CC2C1=O (configuration not stated)
 : -2.6% | -6%
- CCCCn1c(-c2ccccc2)nc2ccccc21
 : 2.1% | 3%
- COc1cccc(C2C(C(=O)c3cc4ccccc4o3)=C(O)C(=O)N2c2cc(C)on2)c1OC (configuration not stated)
 : -5.2% | -8%
- Cn1c(=O)n(CCOc2ccc([N+](=O)[O-])cc2)c2ccccc21
 : 1.3% | 3%

Reformatted with each value named: two of the compounds above.
> COc1ccc(C2(NC(C)=O)CCN(C(=O)CCC(=O)O)CC2)cc1
  Hsp70 displacement: .	Rat MKP-3 inhibitors: -1%

> O=C(Nc1ccc2c(c1)OCO2)c1ccc(Br)s1
  Hsp70 displacement: .	Rat MKP-3 inhibitors: -16%

(further entries)
Under each structure – Hsp70 displacement | Rat MKP-3 inhibitors
- O=C1c2ccccc2C(=O)C12OC(c1ccc(Cl)cc1)C1(C(=O)c3ccccc3C1=O)C2c1ccc(F)cc1 (configuration not stated)
 : -6.7% | 0%
- CC(C)CC(NS(=O)(=O)c1ccc2c(c1)oc(=O)n2C)C(=O)NCc1cccnc1 (configuration not stated)
 : -4.3% | -4%
- CCOC(=O)c1[nH]c2ccc(C)cc2c1N=CN(CC)CC
 : 3.4% | -5%
- CNC(=O)c1cc(-c2ccc(OC)cc2)nc2ccccc12
 : -3.2% | 2%
- C=CCc1ccc(OCc2ccc(C(=O)OC)o2)c(OC)c1
 : 0.1% | .
- CCCCCOC(=O)c1ccc(N2C(=O)C3C4C=CC(C4)C3C2=O)cc1 (configuration not stated)
 : 2.3% | .
- O=C1NC(=O)N(c2ccc(Cl)cc2)C(=O)/C1=C\c1ccc(-c2ccc(C(=O)O)c(Cl)c2)o1
 : 15% | 0%
- O=C(O)/C=C/c1cn(Cc2ccccc2)nc1-c1ccccc1
 : -2.3% | .
- CC(C)CSc1nnc2[nH]c(=O)cc(N)n12
 : -0.7% | .
- O=C(NCC1(c2ccccc2)CCOCC1)c1ccco1
 : 4.4% | 1%
- O=C(N1CCOCC1)N1CCOCC1
 : 4.5% | -1%
- c1ccc2c(c1)OCC(c1nnc3n1-c1ccccc1SC3)O2 (configuration not stated)
 : 0.6% | -12%
- O=C(CSc1nnc(COc2ccccc2)n1-c1ccccc1)c1cccs1
 : . | -8%
- CC(C)(C)NC(=O)CN(Cc1cccnc1)C(=O)c1csnn1
 : -2.2% | 5%
- OC(CNc1nc2ccccc2s1)c1ccccc1 (configuration not stated)
 : 0.9% | 0%

(further entries)
mol,Hsp70 displacement,Rat MKP-3 inhibitors
CC(=O)c1ccc(-n2c(CCC(=O)O)ccc2-c2cccs2)cc1,10%,.
CCCn1c(=N)c(C(=O)NCc2ccc3c(c2)OCO3)cc2c(=O)n3cccc(C)c3nc21,-3.6%,-14%
COCC(=O)/C=C1\Sc2ccccc2N1C,7.3%,-4%
CC1CN(C(=O)c2cc([N+](=O)[O-])cc([N+](=O)[O-])c2N)CC(C)O1 (configuration not stated),5.0%,2%
CN1CCC(=NNC(=O)C(=O)NCC2CCCO2)CC1 (configuration not stated),-4.9%,1%
Cc1cc(Nc2nc3ccccc3nc2Cl)n(-c2ccccc2)n1,-1.7%,.
O=C(NCc1ccc2c(c1)OCO2)C(=O)Nc1ccccc1F,0.7%,1%
CC(=O)NC1(c2ccc(F)cc2)CCN(C(=O)Nc2ccc(F)cc2F)CC1,-0.8%,.
N#Cc1c(N)[nH]c(=S)c(C#N)c1-c1cccc([N+](=O)[O-])c1,4.1%,6%
CCc1ccc(NC(=O)COc2cc(C)c(Cl)c(C)c2)cc1,-0.5%,1%
O=C(NCCCN1CCOCC1)C1COc2ccccc2O1 (configuration not stated),3.4%,.
Fc1ccc(Cn2c(-c3cscn3)nc3ccccc32)c(Cl)c1,-1.7%,.
Cc1cccc(N2C(=O)NC(=O)/C(=C/c3cc(Cl)c(O)c(Cl)c3)C2=O)c1,-7.9%,-2%
O=C(CN1CCN(C(=O)c2cccc(F)c2)CC1)NC1CCCCC1,-1.3%,-14%
COc1ccc(-c2c(C)nn3c(N4CCC(C(=O)NCCN(C)C)CC4)cc(C)nc23)cc1OC,-3.9%,-6%
CS/C(=N\S(=O)(=O)c1ccc(N)cc1)NS(=O)(=O)c1cccs1,-6.0%,1%
CCCN1CCCc2cc(CN)ccc21,28%,26%
CC1CC(C(F)(F)C(F)(F)F)n2nc(C(=O)O)cc2N1 (configuration not stated),0.5%,-5%
Cc1ccc(SC/C(O)=C(\C#N)c2nc3ccccc3s2)cc1,5.4%,2%
CCc1ccc(S(=O)(=O)N2CCN(c3ccccc3OC)CC2)cc1,-8.3%,0%
COc1ccc(-c2noc(CCC(=O)Nc3ccc4c(c3)OCCO4)n2)cc1,.,-12%
Cc1ccnc(NS(=O)(=O)c2ccc(NC(=O)c3ccccc3)cc2)n1,4.2%,-1%
O=C(Cn1nnc(-c2ccncc2)n1)Nc1ccc2c(c1)CCC2,3.1%,0%
Cc1c(NC(=O)/C=C/c2cn(-c3ccccc3)nc2-c2ccc(F)cc2)c(=O)n(-c2ccccc2)n1C,0.6%,2%
COC(=O)[C@H](C)NC(=O)Nc1ccc(Oc2ccccc2)cc1,-4.5%,-5%
CCOC(=O)N1CCC(NC(=O)c2cc3c(-c4ccccc4F)nn(C)c3s2)CC1,5.4%,2%
O=C1CC(N2CCCC2)C(=O)N1c1ccc(F)cc1 (configuration not stated),-2.7%,0%
COc1ccccc1N1CCN(C(=O)COc2ccc(Br)cc2)CC1,3.3%,5%
C[n+]1ccccc1/C=C\c1ccccc1O,2.5%,1%
COc1ccccc1CC(=O)Nc1cccc([N+](=O)[O-])c1,1.0%,6%
O=C1S/C(=C/c2cc([N+](=O)[O-])ccc2O)C(=O)N1c1ccccc1,-2.0%,4%
Cn1c(=O)c2c(-c3ccccc3)n(C3CCCCC3)cc2n(C)c1=O,0.2%,-2%
COC(=O)CC1Sc2ccccc2NC1=O (configuration not stated),-4.7%,-9%
CN(C)C(=O)CSc1nnc(-c2cc(-c3cccs3)nc3ccccc23)o1,9.4%,-16%
O=C(OCC1OC(n2cnc3c(N(C(=O)c4ccccc4)C(=O)c4ccccc4)ncnc32)C(O)C1F)c1ccccc1 (configuration not stated),-2.1%,.
CCCCOCCCn1c(-c2ccco2)nc2nc3ccccc3nc21,-9.6%,2%
COc1ccc(C(=O)NCc2n[nH]c(=S)n2-c2ccccc2)cc1OC,.,1%
CC(=O)Nn1c(COc2ccccc2C)nc2ccccc2c1=O,-3.5%,-2%
CCCSC1=N/C(=C\c2ccc3c(c2)OCO3)C(=O)S1,1.2%,.
CN1CCN(C(=O)c2cc(-c3ccccc3)nc3ccccc23)CC1,2.4%,0%

Of the compounds above, these contain an NH in an aromatic ring.
mol,Hsp70 displacement,Rat MKP-3 inhibitors
Nc1nc(SCC(=O)NC2CCCCCC2)[nH]c(=O)c1-c1ccccc1,-0.2%,.
CCOC(=O)N1CCN(c2c(Nc3cc(C)[nH]n3)c(=O)c2=O)CC1,1.0%,-9%
Cc1cccc(OCCSc2ncnc3nc[nH]c23)c1,-4.7%,.
CCOC(=O)c1[nH]c2ccc(C)cc2c1N=CN(CC)CC,3.4%,-5%
CC(C)CSc1nnc2[nH]c(=O)cc(N)n12,-0.7%,.
N#Cc1c(N)[nH]c(=S)c(C#N)c1-c1cccc([N+](=O)[O-])c1,4.1%,6%
COc1ccc(C(=O)NCc2n[nH]c(=S)n2-c2ccccc2)cc1OC,.,1%

Other entries:
mol,Hsp70 displacement,Rat MKP-3 inhibitors
COc1ccc(OCc2nnc3n2N=C(c2ccc(C)cc2)CS3)cc1,3.8%,3%
COc1ccc2nc(NC(=O)c3ccccc3[N+](=O)[O-])sc2c1,-5.6%,4%
COc1ccc(C(C(C(=O)c2ccco2)N2CCOCC2)N2CCOCC2)cc1 (configuration not stated),3.4%,-5%
COC(=O)c1sc(N)c(C(=O)OC)c1COC(=O)C1CC(=O)N(Cc2ccco2)C1 (configuration not stated),0.5%,-1%
CCC(C)[C@H](NC(=O)NC1CC1)C(=O)O (some centres not stated),-4.7%,-1%
CCOc1ccc(-n2nc3ccc(NC(=O)/C=C/c4ccco4)cc3n2)cc1,0.8%,5%
O=C1CC(Nc2ccc(F)cc2)C(=O)N1c1ccccc1C(F)(F)F (configuration not stated),0.4%,0%
Cc1nc(=S)n(-c2ccccc2)[nH]1,1.0%,-4%
CCC(C(=O)Nc1ccccc1Cl)c1ccccc1 (configuration not stated),3.7%,1%
Cn1c(=O)n(CCc2ccccc2)c(=O)c2c1ncn2Cc1ccccc1,-0.5%,-1%
Cc1cc(C)n(-c2nnc(C)n2N)n1,8.2%,-4%
NC(=O)c1cc2n(n1)C(C(F)(F)F)CC(c1ccco1)N2 (configuration not stated),-1.5%,-4%&-1%
CCOc1ccc(NC(=O)CN2CCN(CC(=O)Nc3cccc(F)c3)CC2)cc1,9.1%,2%
Cn1nccc1C(=O)c1ccc(Cl)cc1,-4.5%,-3%

The list is partial; rates above refer to the full screens.
